Screening data as filed in PubChem BioAssay.
TTR transcr act: activators of transthyretin transcription. SH-SY5Y TTR promoter Gaussia luciferase, luminescence; 100% = recombinant luciferase protein wells. activation, % at 16.7 µM. 92,000 tested, 1.3% active;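 active = activation above the mean of all tested compounds plus 3 SD, cut at about 9.5% in these data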;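 also: cells exposed to compounds for one day before reading; 0% = median of all test compound wells on the plate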
* = called active by the depositor. An excerpt. The share of hits here may be higher or lower than overall.

SMILES | TTR transcr act
COc1cccc(C(=O)/C=C/Nc2ccc(NC(C)=O)cc2)c1 | -1.8
O=C(CN1C(=O)c2cccc3cccc1c23)N1CCc2ccccc2C1 | 2.5
Cc1nn(-c2cccc(C(=O)O)c2)c(C)c1[N+](=O)[O-] | 3.2
CC(C)(C)CN1CCN(CC#Cc2ccccc2)CC1CCO (stereo not given) | 1.9
COCCCN1C(=O)C(O)=C(C(=O)c2ccco2)C1c1ccc(Br)cc1 (stereo not given) | 2.2
CCc1cccc(CC)c1NC(=O)c1ccccc1CCc1ccccc1 | 2.1
O=C(O)c1cc(-c2ccc3ccccc3c2)nc2ccc(F)cc12 | 0.2
Cc1ccccc1-c1nc2cc(N)ccc2o1 | 3.1
CCn1c(C)csc1=NC(=O)c1ccccc1O | 4.0
O=C1c2cccc3cc(Br)cc(c23)C(=O)N1Nc1ccccc1 | -1.2
CSc1nc(NCc2ccccc2)c2c3c(sc2n1)CN(C)CC3 | 1.1
CC(C)CC(=O)Nc1ccc(C(=O)Cn2c(=O)oc3ccccc32)cc1 | 2.1
O=C(COC(=O)c1n[nH]c2ccccc12)NC(=O)NCc1ccco1 | 0.0
O=C(C1CCN(S(=O)(=O)c2cnc[nH]2)CC1)N(CCc1ccccc1)Cc1ccccc1 | -1.3
Cc1nc2ccc(S(=O)(=O)NCC(=O)NCCN3CCCCCC3)cc2s1 | 1.1
COC(=O)c1ccc(COc2ccc(C#N)cc2)o1 | 2.3
CC(=O)Nc1ccc(S(=O)(=O)CCC#N)cc1 | -1.9
Cc1ccc2nc(NC(=O)C3CCN(S(=O)(=O)c4cccnc4)CC3)sc2c1 | -2.6
CCc1ccc(NC(=O)N2CCN(c3ccccc3)CC2)cc1 | -1.1
CCOc1cc2[nH]c(=S)n(CCC(=O)N3CCc4ccccc4C3)c(=O)c2cc1OCC | 0.4
COC(=O)[C@@]1(Cc2ccc(F)cc2)[C@H]2c3cc(C(=O)N4CCCC4)n(Cc4ccc(C)o4)c3C[C@H]2CN1C(=O)c1ccccc1 | -1.8
O=C(CSc1ncn[nH]1)N1N=C2/C(=C/c3ccco3)CCCC2C1c1ccco1 (stereo not given) | -1.6
CCc1ccc(Nc2ccc(C(N)=O)cc2[N+](=O)[O-])cc1 | 0.9
Cc1cc(OCC(=O)N(C)C)c2c(-c3ccccc3)cc(=O)oc2c1 | 1.6
Cc1oc(-c2ccccc2Cl)nc1CN(C)C(C)c1ccon1 (stereo not given) | 5.8
COc1cc2c(C(=O)NCc3ccccn3)cn(CC(C)C)c(=O)c2cc1OC | -0.3
CC1CCCCN1CCCNC(=O)C1CCCN(c2ncnc3c2nc2n3CCCCC2)C1 (stereo not given) | 2.3
Cc1ccsc1C(=O)Nc1nccs1 | 5.0
CCc1ccc(-c2nc(CCl)cs2)cc1 | 2.4
O=C(N/N=C/c1ccncc1)c1cccc(NC(=O)c2ccccc2Cl)c1 | 1.7
CCOC(=O)c1nn(-c2ccc(F)cc2)c(=O)cc1OCC(=O)Nc1cccc(C)c1 | -1.9
COC(=O)N/N=C/c1cn(Cc2ccccc2Cl)c2ccccc12 | -0.5
CC(C(=O)O)n1nnc2ccccc21 (stereo not given) | 1.1
CCC(c1nnnn1Cc1ccco1)N(Cc1cc2cc(C)cc(C)c2[nH]c1=O)CC1CCCO1 (stereo not given) | 18*
Cc1cc(C(=O)N2CCc3ccccc3C2)on1 | -0.4
N#Cc1ccccc1OCC(=O)Nc1cc(S(=O)(=O)N2CCCCC2)ccc1N1CCOCC1 | -1.2
CSc1ccc(CN2CCC2(C)C(=O)NCc2cccc(C(F)(F)F)c2)cc1 (stereo not given) | 1.5
Clc1ccccc1Cc1noc(CN2CCCCC2CCc2ccccn2)n1 (stereo not given) | -1.5
COCCNC(=O)c1ccc(NC(C)=O)cc1 | 7.6
Cc1cc(NC(=O)c2cnccn2)no1 | -0.6
COc1ccc(NC(=O)CSCC(=O)Nc2ccc(S(=O)(=O)N3CCCC3)cc2)cc1 | 0.0
Cc1nnc(N/N=C\c2ccc(-c3cccc(C(=O)O)c3)o2)n1N | 1.0
COc1cc(CN2CCCN(C)CC2)c([N+](=O)[O-])cc1OC | 0.8
O=C(COC(=O)/C=C/c1ccc([N+](=O)[O-])cc1)Nc1ccc(F)cc1 | 1.7
CCCN(CC(=O)Nc1ccccc1C)C(=O)CCl | -0.4
CC(C)C[C@H]1CN=C(N(C)C)N1CC(C)C | -1.0
CC(=O)Nc1ccc(/C=N/NC(=O)CCN2CCN(c3ccccc3)CC2)cc1 | 2.8
Cc1noc(C)c1C(=O)NC(C)C1CCCO1 (stereo not given) | -0.9
O=C(Cn1c(NCCCO)nc2ccccc21)c1ccc(F)cc1 | 1.9
CC(Sc1n[nH]c(N)n1)c1nc2scc(-c3cccs3)c2c(=O)[nH]1 (stereo not given) | -0.6
CCOc1ccc(NC(C)c2cc(Cl)ccc2O)cc1 (stereo not given) | -0.2
O=C(Cn1cnc2c(cnn2-c2ccccc2)c1=O)NC1CCCC1 | -0.6
CC(SCC(=O)NC12CC3CC(CC(C3)C1)C2)C(=O)O (stereo not given) | 7.5
Cc1cc(Cl)ccc1-n1c(-c2cccnc2)n[nH]c1=S | 1.1
COc1ccc(O)c(C(=O)c2cnn(C(=O)c3cccc(S(=O)(=O)N4CCOCC4)c3)c2)c1 | 3.8
CCn1c(SCC(=O)Nc2cccc(C)c2)nc2c(c1=O)SC(C)C2 (stereo not given) | -0.2

Later entries.
SMILES | TTR transcr act
Cc1cc(NC(=O)COC(=O)C2=COCCO2)c([N+](=O)[O-])cc1C | 1.0
O=C(NC(CSC(=O)c1ccccc1)C(=O)O)OCc1ccccc1 (stereo not given) | -0.9
CC1(C)C(C=C(Cl)Cl)C1C(=O)Nc1ccc([N+](=O)[O-])cc1 (stereo not given) | -5.3
Cc1nc2ccccc2n1CC(=O)N/N=C\C=C\c1ccccc1 | 0.0
CC1=C(C(=O)N(C(C)C)C(C)C)CC(CC(=O)NCc2cccc3ccccc23)C(=O)N1Cc1ccc(F)cc1 (stereo not given) | 2.0
CC(=O)c1cccc(N2C(=NC(=O)C(C)C)SC3CS(=O)(=O)CC32)c1 (stereo not given) | -0.1
CC1CCCN(S(=O)(=O)c2ccc(C(=O)Nc3nnc(-c4ccccn4)o3)cc2)C1 (stereo not given) | -0.8
CC(O)CNc1nc2c(c(=O)n(Cc3ccc(Cl)c(Cl)c3)c(=O)n2C)n1C (stereo not given) | 1.0

Six entries already listed, ordered by length of the SMILES, descending:
SMILES | TTR transcr act
CC1=C(C(=O)N(C(C)C)C(C)C)CC(CC(=O)NCc2cccc3ccccc23)C(=O)N1Cc1ccc(F)cc1 (stereo not given) | 2.0
CC(O)CNc1nc2c(c(=O)n(Cc3ccc(Cl)c(Cl)c3)c(=O)n2C)n1C (stereo not given) | 1.0
CC(=O)c1cccc(N2C(=NC(=O)C(C)C)SC3CS(=O)(=O)CC32)c1 (stereo not given) | -0.1
Cc1cc(NC(=O)COC(=O)C2=COCCO2)c([N+](=O)[O-])cc1C | 1.0
CCn1c(SCC(=O)Nc2cccc(C)c2)nc2c(c1=O)SC(C)C2 (stereo not given) | -0.2
Cc1nc2ccccc2n1CC(=O)N/N=C\C=C\c1ccccc1 | 0.0

Following part:
SMILES | TTR transcr act
O=C(Cn1cc(C(F)(F)F)ccc1=O)Nc1cc(S(=O)(=O)N2CCOCC2)ccc1Cl | -1.4
COc1ccc(S(=O)(=O)Nc2ncccn2)cc1 | 0.3
O=C1C=C(NC2=CC3OC(c4ccccc4)OCC3OC2=O)CCC1 (stereo not given) | -1.0
COc1ccc2nc(NC(=O)c3ccccc3O)sc2c1 | -3.2
CCSc1nc2c(cnn2-c2ccc(C)cc2)c(=O)[nH]1 | -1.1
Cc1cccc(C)c1-n1nnnc1C(c1ccnc2ccccc12)N(C)Cc1ccc(Cl)c(Cl)c1 (stereo not given) | -0.8
CCSc1nnc(NC(=O)CSc2nccn2-c2cccc(C)c2C)s1 | -3.3
CCS(=O)c1ccccc1C(=O)OCC(=O)N1CCC(c2ccccc2)=N1 (stereo not given) | -1.3
CCc1ccc(-c2cc(C(=O)NN3CCOCC3)c3ccccc3n2)cc1 | 0.6
O=C(O)c1ccc2c(c1)C(=O)N(c1cccc(C(=O)/C=C/c3ccccc3)c1)C2=O | -0.6
Cc1cccc(C)c1NC(=O)C1(C)CCC(=O)N1c1cc(C(C)(C)C)nn1C (stereo not given) | 1.5
C=CCN(C(=O)c1csnn1)C(C(=O)NC1CCCC1)c1ccccc1F (stereo not given) | 0.3
c1ccc(-c2csc(-n3cccn3)n2)cc1 | -0.3
COc1cccc(C2NC(=O)c3ccccc3O2)c1OCc1ccccc1F (stereo not given) | 1.6
COc1ccc(NC(=O)CCCCC(=O)Nc2ccc(OC)cc2OC)c(OC)c1 | -0.2
CCN(CC)C(=O)Nc1c(C)n(C)n(-c2ccccc2)c1=O | 3.8
Cc1ccc(-n2ncc(C(=O)NCc3ccc4c(c3)OCO4)c2NC(=O)c2ccco2)cc1C | -0.8
CC(=O)OCCC(CC(C)C)NC(=O)[C@H](CC(C)C)NC(=O)OCc1ccccc1 (stereo not given in full) | -1.5
CCO[C@@H]1OC(C(=O)O)=C[C@H](c2coc3ccccc3c2=O)[C@H]1CCCO | 0.1
CC1CCCCC1NC(=O)COC(=O)c1ccc2c(=O)n3c(nc2c1)CCC3 (stereo not given) | -2.1
O=C(Nc1ccc(C(=O)N2CCN(c3ccccn3)CC2)cc1)c1ccc(Br)o1 | 4.6
COc1ccc(CCNC(=O)CN(CCc2ccccc2)S(C)(=O)=O)cc1 | 1.1
CCn1c(N2CCN(CC(=O)Nc3cccc(C)c3C)CC2)nc2ccccc21 | -2.0
COCCNc1c2c(nc3c(-c4ccccc4)c(C)nn13)CCC2 | -2.4
O=C(OCC#CCSc1nnc(-c2ccccc2Cl)o1)c1ccc(F)cc1 | 0.4
COc1ccc(N2C(=O)CCC(C(=O)Nc3cccc(C)n3)C2c2ccc(OC)c(OC)c2)cc1 (stereo not given) | -2.0
Cc1ccccc1N1CCN(C2CCCN(C(=O)CCc3c(C)noc3C)C2)CC1 (stereo not given) | -0.9
CC(C)C[C@H](NC(=O)c1ccc(OC2CCN(C(=O)C3CC3)CC2)cc1)C(N)=O | 0.3
Cc1ccc2c(c1)C1CC(C)(O2)N(c2cccc(C(=O)NC3CCN(Cc4ccccc4)CC3)c2)C(=O)N1 (stereo not given) | -0.8
O=C(O)CCCN1C(=O)C2C3C=CC(C2C1=O)C1C(=O)N(CCCC(=O)O)C(=O)C31 (stereo not given) | -1.6
Cc1ccccc1OCC(=O)OC(C(=O)c1ccccc1)c1ccccc1 (stereo not given) | -0.9
CCc1c(C)nc(SCCOc2ccc(OC(C)C)cc2)[nH]c1=O | -0.5
Cc1ccc(NC(=O)c2ccc(Cl)nc2)cc1S(=O)(=O)N1CCOCC1 | -3.4
O=C(NC1CCCCCC1)c1nnc(Cc2ccc(Cl)cc2)o1 | 1.9
Cc1ccc(C2=CC(=O)C[C@H](c3ccc(F)cc3)C2)cc1 | -2.3
COc1ccc(NC(=O)C2(C)CCN2Cc2csc3ccccc23)cc1OC (stereo not given) | -1.1
O=C(CN1CCCC1c1cccs1)Nc1cc(S(=O)(=O)N2CCCC2)ccc1Cl (stereo not given) | 1.4
O=C(COC(=O)c1cc(Br)c(Br)s1)NCCC1=CCCCC1 | -0.7
C#CCOCCOCCOCCNc1nc(N2CCOCC2)nc(N2CCN(C(=O)CCCCCCCCCCNC(=O)Cn3cc(CCCCCN)nn3)CC2)n1 | 1.6
N#C/C(=C/c1ccc(N2CCCCC2)o1)C(=O)Nc1ccc2ccccc2c1 | -4.2

Part of the list above, with the structure last:
TTR transcr act,smiles
-3.4,Cc1ccc(NC(=O)c2ccc(Cl)nc2)cc1S(=O)(=O)N1CCOCC1
-0.8,Cc1ccc(-n2ncc(C(=O)NCc3ccc4c(c3)OCO4)c2NC(=O)c2ccco2)cc1C
-0.2,CCn1c(SCC(=O)Nc2cccc(C)c2)nc2c(c1=O)SC(C)C2 (stereo not given)
2.1,CC(C)CC(=O)Nc1ccc(C(=O)Cn2c(=O)oc3ccccc32)cc1
0.4,O=C(OCC#CCSc1nnc(-c2ccccc2Cl)o1)c1ccc(F)cc1
-1.5,CC(=O)OCCC(CC(C)C)NC(=O)[C@H](CC(C)C)NC(=O)OCc1ccccc1 (stereo not given in full)
-0.8,Cc1ccc2c(c1)C1CC(C)(O2)N(c2cccc(C(=O)NC3CCN(Cc4ccccc4)CC3)c2)C(=O)N1 (stereo not given)

Next section
SMILES | TTR transcr act
CCCC[C@H]1C2CC(OC(=O)Nc3cccc(Br)c3)C(C2)[C@H]2CCCCN21 (stereo not given in full) | -0.1
S=c1[nH]nc(COc2ccccc2)n1/N=C/c1c(Cl)cccc1Cl | -0.8
O=C(c1ccc(C(F)(F)F)cc1)N1CCC(=O)N([C@H](COCc2ccc(C(F)(F)F)cc2)Cc2ccccc2)CC1 | -1.3
Cc1cc(=O)oc(C)c1C(=O)Nc1cccnc1Cl | -1.2
CN(C)Cc1ccccc1Sc1ccc(Br)cc1 | -1.4
CCN(CCn1cccn1)C(=O)CC1C(=O)NCCN1CC1CCCCC1 (stereo not given) | -1.1
Cc1ccc(OCC(=O)N2CCC(N3CCCCCC3)CC2)cc1 | 1.6
O=C(N1CCOCC1)C12CC3CC(C1)CC(n1cnc(Cl)n1)(C3)C2 | 1.8
Cc1cccc(-n2c3nc(=O)[nH]c(=O)c-3cc3cc([N+](=O)[O-])ccc32)c1 | -3.8
COc1ccc(C(=O)Nc2nnc(S(=O)(=O)N(C)Cc3ccc(F)cc3)s2)cc1OC | 1.7
COc1ccc(NC(=O)CN2CCN(C3c4ccccc4-c4ccccc43)CC2)c(OC)c1 | 0.7
CNC(=O)CS(=O)CC(=O)Nc1cc(OC(C)C)c(Cl)cc1Cl (stereo not given) | 3.6
Cc1cc(NC(=O)C(C)C)ncc1NC(=O)c1ccco1 | 3.9
O=C(O)c1ccc(NC(=S)NC(=O)c2cncc(Br)c2)cc1 | -1.0
Cc1ccc(CNC(=O)CCc2c(C)nc3c(c(C)nn3-c3ccc(C)cc3)c2C)cc1 | -0.7
CCCN(CCC)c1nc2ccccc2nc1C(C#N)C(=O)OC(C)COC (stereo not given) | -0.6
